Tb PYK inh: T. brucei pyruvate kinase inhibition; Q57TT1; TbPYK enzyme, Kinase-Glo Plus ATP luminescence, 45 min; Potency, µM (series often up to 76.8 µM), for the others: at the top dose activity, negative = inhibition, most hits filed as inhibitors; hit rate 0.12% among 410,000; AID 624173; active = well fitted inhibition curve with a large enough effect; also: nearly all actives have a fitted effect of over 50% in size
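T. brucei PYK with substrate was exposed to pin-transferred compounds across a concentration series, then started with 130 uM ADP (final). After 45 min at room temperature, Kinase-Glo Plus luminescence was read, normalized and curve-fitted.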
The depositor's hits bear a star; & = joins results of further samples; [ ] = remark or other dose. % is scaled to controls: 0 for no effect and ±100 for the full control effect; potency is read from the fitted curve at half-maximal effect.

SMILES	Tb PYK inh
OC[C@@H]1CN(Cc2cccc(C(F)(F)F)c2)C[C@H](n2cnc3c(NC4CC4)ncnc32)O1	-4%
CC(=O)c1cccc(NC(=O)Cn2nc(C)n3cccc3c2=O)c1	1%
CSc1nc(N)n2nc(C)cc2n1	3%
O=C(CSc1nc2ccsc2c(=O)n1Cc1ccc(F)cc1)NCc1ccc(Cl)cc1	-2%
CC(=O)c1ccc(NC(=O)c2noc3c2CSc2ccccc2-3)cc1	1%
CN1CCn2cnc(C(=O)Nc3ccc(Cl)cc3)c2C1=O	-8%
CC1N=C2c3ccccc3N=C(SCC(=O)NCc3ccc(Cl)cc3)N2C1=O (stereo unspecified)	0%
Cc1ccc(NS(=O)(=O)c2ccc(-n3cccn3)cc2)cc1Cl	8%&-5%
CCOC(=O)C1CCCN(C(=O)c2ccccc2)CC1 (stereo unspecified)	1%
CSc1ccc(-c2cc3c(c4c2ccn4C)C2CCC3C2)cc1 (stereo unspecified)	3%
COc1ccc(NC(=O)C2(C)Cc3c(-c4cccc(C(N)=O)c4)ccnc3O2)cc1OC (stereo unspecified)	-4%
C(=C\c1ccccc1)/CN1CCN(C(c2ccccc2)c2nnnn2C2CCCCC2)CC1 (stereo unspecified)	-2%
CCOC(=O)c1[nH]c(C)c(CCC(=O)NCc2cccc(C)c2)c1C	0%
CCc1ccccc1-n1c2c(cc(-c3nc(-c4ccc(Cl)cc4)cs3)c1=O)C(=O)CC(C)(C)C2	-5%
CCCCn1c(=O)c2oc3ccccc3c2n(CC(=O)Nc2cccc(Cl)c2C)c1=O	-4%
O=C(NCc1cccs1)c1csc([C@H]2C[C@H](O)[C@@H](CO)O2)n1	1%
O=C(Cn1ncc2c3ccccc3n(Cc3cccc(Cl)c3)c2c1=O)Nc1ccc(F)cc1F	-2%
Cc1[nH]c2ccccc2c1C(=O)C(=O)NCc1nnnn1-c1ccc(F)cc1	-2%
Cc1cccc(Cn2c(SCc3ccc(C(=O)NCc4ccccc4)cc3)nc3cccnc32)c1	3%
CCc1ccc(-n2c(=O)c3ccccc3n(CC(=O)NCCc3ccc(OC)c(OC)c3)c2=O)cc1	-4%
Cc1oc(C)c2c(=O)cc(-c3ccc4c(c3)OCO4)cc(OC(=O)c3cccc(Cl)c3)c12	-6%
N#Cc1ccc(-c2nc3ccc(Cl)cn3c2Cc2cccc(F)c2)cc1	-2%
Cc1ccc(NC(=O)CSc2nnc3n2CCCCC3)cc1S(=O)(=O)N1CCOCC1	-5%
Cc1nn(CC(=O)NCc2ccco2)c(=O)c2nn(-c3ccccc3)c(C)c12	-4%
CCc1ccc(-c2cc(C)no2)cc1S(=O)(=O)N1CCN(c2cccc(Cl)c2)CC1	-7%[15.4 µM]
Cc1cc(C)c2c(=O)n3c(nc2c1)C(Cc1ccc(O)cc1)NC(=O)c1cccnc1-3 (stereo unspecified)	2%
CCN(c1ccccc1)c1nnc(NC(=O)Nc2ccc(C)cc2)s1	0%
COC(=O)[C@]12CCCCC=C1N(Cc1ccc(Cl)cc1Cl)C(=O)[C@H](CC(=O)N1CCN(C(=O)c3ccco3)CC1)C2	3%
CCOc1ccc(CNC(=O)c2ccc3c(c2)sc2nc(-c4ccccc4)cn23)cc1	1%
CC(C)(C)c1cc(CNC(=O)C2CCC(=O)N(Cc3ccccc3F)C2)[nH]n1 (stereo unspecified)	0%
CC1=C(c2ccc(Cl)cc2)S(=O)(=O)N=C1N1CCC(C(=O)NCc2ccccc2F)CC1	-4%
COc1ccccc1-c1c(C)nn2c(N3CCN(c4ccc(Cl)cc4)CC3)cc(C)nc12	-2%
Cc1ccc([N+](=O)[O-])c(NC(=O)COC(=O)CCNS(=O)(=O)c2cccs2)c1C	3%
Cc1noc(C)c1C(=O)N1CCC2(CCN(Cc3ccncc3)CC2)CC1	-3%
O=C(O)C1c2ccccc2Cc2ccccc21	6%
COc1ccc(NC(=O)c2cc(-c3ccccc3F)no2)cc1	0%
Cc1ccc(-c2cc(-c3ccccc3)nc(N/N=C/c3cccnc3)n2)cc1	2%
O=C(CSc1nc2c(oc3ccccc32)c(=O)n1-c1ccccc1)Nc1ccc(F)c(Cl)c1	-2%
Cc1ccc(Cl)cc1NC(=O)c1csnn1	-17%
COc1cccc(CNC(=O)CCc2c(C)nc3c(c(C)nn3-c3ccc(C)c(C)c3)c2C)c1	-2%
CS(=O)(=O)c1ccc2nc(NC(=O)CS(=O)(=O)c3ccc(Cl)cc3)sc2c1	1%[15.4 µM]
COc1ccc(-c2cn3c(n2)sc2cc(C(=O)NCc4ccccc4OC)ccc23)cc1	1%
CCN(CC)c1ccc2cc(-c3nc(-c4ccc(Cl)cc4Cl)cs3)c(=O)oc2c1	1%
COc1ccc(C(=O)Nc2ccc(-c3nc4ccccc4s3)c(Cl)c2)cc1Cl	2%
CCOC(=O)[C@]12Cc3cc(OC)ccc3[C@H]1N(C)C(=O)c1cc(OC)ccc12	-5%
COc1ccc(C(=O)OCC(=O)N2c3ccccc3CC2C)cc1S(=O)(=O)N1CCOCC1 (stereo unspecified)	3%
CCc1ccc(C2c3c(-c4ccccc4)n[nH]c3C(=O)N2c2ccc(C(=O)O)cc2)cc1 (stereo unspecified)	0%
COc1ccc(NC(=O)C2Cc3ccccc3N2C(=O)c2ccccc2)c(OC)c1 (stereo unspecified)	2%
COc1ccc(S(=O)(=O)NCCS(=O)(=O)N2CCN(c3ccccc3)CC2)cc1C	3%
CCN1CCN(c2ncnc3c2cnn3-c2cccc(C)c2)CC1	-2%
CC(=O)NC(c1ccc(F)c(F)c1)c1nc(-c2ccccc2)cs1 (stereo unspecified)	2%
Fc1ccc(-c2cn3cc(Cc4ccccc4Cl)sc3n2)cc1	0%
O=C(CSc1cn(CC(=O)N2CCCCC2)c2ccccc12)Nc1ccccc1F	-8%
Cn1c(=O)c2c(-c3ccc(Cl)cc3)n(CCc3ccccc3)cc2n(C)c1=O	-9%
Cc1ccc(CNC(=O)c2nc(SCc3ccc(C)cc3)ncc2Cl)cc1	0%
CCN(CCCNC(=O)CN1N=C(c2ccc(C)cc2)CCC1=O)c1ccccc1	-8%
COc1ccccc1CNS(=O)(=O)c1c(C)nc2sc(C)cn2c1=O	2%
COc1ccccc1NC(=O)C(=O)c1cc(C)n(-c2cc(C)cc(C)c2)c1C	-3%
COc1ccccc1NC(=O)c1cc2cc3ccc(OC)c(Cl)c3nc2s1	9%
Cc1ccccc1NC(=O)CN1CCCC1	-5%

Following part
SMILES	Tb PYK inh
CCOCC(=O)Nc1ccc(-c2cn3c(C)csc3n2)cc1	-7%
Cc1ccc(N(C)C(=O)C2CCCN(c3ncnc4c3nc3n4CCCCC3)C2)cc1C (stereo unspecified)	2%
CCOc1ccc(C(=O)c2cn(CC(=O)Nc3ccc4c(c3)OCCO4)c3ccc(F)cc3c2=O)cc1	-2%
CCN(CC1CCCN(CCc2cccc(F)c2)C1)C(=O)c1ccoc1C (stereo unspecified)	7%
O=C(NC1CCCCC1)C1c2ccccc2OCC(=O)N1CC(F)(F)F (stereo unspecified)	-3%
Fc1ccc(-n2ncc3c(NCCCN4CCOCC4)ncnc32)cc1	0%
COc1ccccc1N1CCN(S(=O)(=O)CCNC(=O)COc2ccccc2)CC1	6%
COc1ccc(CCN2C(=O)c3[nH]nc(-c4ccccc4O)c3C2c2ccc(OC)cc2)cc1 (stereo unspecified)	-4%
CCOc1ccc(C2CC=C(C(C)=O)CN2S(=O)(=O)c2ccc(C)cc2)cc1 (stereo unspecified)	7%
CCCC12CN3CC(C)(CN(C1)C3c1ccc(CC)cc1)C2=O (stereo unspecified)	3%
COc1ccc(-c2nc(CNS(=O)(=O)c3ccc(F)cc3)cs2)cc1	-1%
CCc1nc2c(OCc3ccccc3C)cccn2c1N(C)C(=O)C1CC1	-5%
CCOc1ccc(C2C(=O)N(C3CCCCCC3)CC(=O)N2CCc2ccc(Cl)cc2)cc1OC (stereo unspecified)	1%
Cc1c(C(=O)NCc2ccc3c(c2)OCCO3)sc(=O)n1Cc1ccc(S(=O)(=O)N(C)C)cc1	-3%
CC1CN(C(=O)Nc2ccc(C(=O)NCCc3ccccc3)cc2)c2ccccc2S1 (stereo unspecified)	-1%

Pulled by compound from the entries so far, 2 records:
SMILES	Tb PYK inh
COc1ccc(CCN2C(=O)c3[nH]nc(-c4ccccc4O)c3C2c2ccc(OC)cc2)cc1 (stereo unspecified)	-4%
CCc1nc2c(OCc3ccccc3C)cccn2c1N(C)C(=O)C1CC1	-5%

6 entries from above, comma-delimited:
smiles,Tb PYK inh
O=C(CSc1nc2ccsc2c(=O)n1Cc1ccc(F)cc1)NCc1ccc(Cl)cc1,-2%
CC(=O)c1ccc(NC(=O)c2noc3c2CSc2ccccc2-3)cc1,1%
CN1CCn2cnc(C(=O)Nc3ccc(Cl)cc3)c2C1=O,-8%
CC1N=C2c3ccccc3N=C(SCC(=O)NCc3ccc(Cl)cc3)N2C1=O (stereo unspecified),0%
Cc1ccc(NS(=O)(=O)c2ccc(-n3cccn3)cc2)cc1Cl,8%&-5%
CCOC(=O)C1CCCN(C(=O)c2ccccc2)CC1 (stereo unspecified),1%

Continuation.
SMILES	Tb PYK inh
COc1ccc(NC(=O)C2Cc3c(-c4ccc(Cl)cc4)ccnc3O2)cc1 (stereo unspecified)	-5%
CCn1c2ccccc2c2cc(NC(=O)COc3ccc(C)cc3C)ccc21	-5%
Cc1noc(C)c1NC(=O)N(C)C[C@@H]1Oc2ncc(Br)cc2C(=O)N([C@@H](C)CO)C[C@H]1C	-5%
COCCn1c(=NC(=O)c2ccc3c(c2)OCCO3)sc2cc(NC(C)=O)ccc21	-2%
O=C1[C@H]2[C@@H](c3ccccc3)N[C@]3(CCCN(Cc4ccc(C(F)(F)F)cc4)C3=O)[C@H]2C(=O)N1Cc1ccccc1	-6%
CC(C)(C)OC(=O)N1CCC(c2c(C(=O)Nc3ccc4c(c3)OCCO4)cnn2-c2ccc(Cl)cc2)CC1	10%[15.4 µM]
COc1ccc2nc(N3C(=O)C(O)=C(C(=O)c4ccco4)C3c3ccc(OC)c(OC)c3)sc2c1 (stereo unspecified)	-16%
COc1cccc(C(=O)Nc2ccccc2-c2nnc(-c3ccc(C(C)(C)C)cc3)o2)c1	-1%
CCOC(=O)[C@]12CCC=C1N(Cc1ccccc1)C(=O)[C@H](CC(=O)N1CCSCC1)C2	2%
COc1cc(C2c3cc4c(cc3C3OC(=O)C2C3CO)OCO4)cc(OC)c1OC (stereo unspecified)	5%
O=c1[nH]c2cc3ccccc3cc2nc1-c1nnnn1Cc1ccccc1	1%
COCCNc1nc(Nc2ccc(F)cc2)c2sccc2n1	-2%
CCc1ccc(CNC(=O)Cn2nc(C)c3c(C)n(-c4ccc(C)cc4)nc3c2=O)cc1	-7%[15.4 µM]
CCCCCn1c(NCc2ccc(OC)cc2)nc2ccccc21	3%
Cc1ccc(-c2nc3c(c(SCC(=O)N(C)c4ccccc4)n2)Cc2c(CO)cnc(C)c2O3)cc1	1%
CC1(C(=O)Nc2ccc(Cl)c(C(F)(F)F)c2)Cc2c(-c3cccc(C(N)=O)c3)ccnc2O1 (stereo unspecified)	1%
COc1ccc(-c2cc(C(F)(F)F)nc(SCC(=O)NCCc3ccccc3)n2)cc1	0%
CC1(C(=O)NS(=O)(=O)c2ccc(Cl)cc2)CCN1C(=O)c1cccc(F)c1 (stereo unspecified)	7%
CN(C)c1ccc(NC(=O)CSc2nc(-c3ccco3)cc(C(F)(F)F)n2)cc1	-5%
CC(=O)Nc1c(C(=O)Nc2cccc(C)c2)nnn1-c1ccc(C)cc1	0%
Clc1ccc(OCc2nc(-c3ccc(-n4cccc4)cc3)no2)cc1	-5%
COc1cccc(CNC(=O)Nc2cn(CC(C)C)c(=O)c3ccccc23)c1	2%
C#CCOc1ccc(CNC[C@H]2O[C@@H](n3ccc(N)nc3=O)[C@H](O)[C@@H]2O)cc1	-4%
Cc1ccc(-c2nn3c(=O)cc(CN4CCN(C(=O)COc5ccc(C)c(C)c5)CC4)nc3s2)cc1	1%
CCCOc1ccc(C2C(=O)N(C3CCC(C)CC3)CC(=O)N2CCc2ccccc2)cc1OC (stereo unspecified)	-6%
O=C(O)c1cc2ccc(O)cc2oc1=O	-1%
Cc1cc(C)c(OCC(=O)N(Cc2ccco2)Cc2ccco2)c(C)c1	0%
CC1CCCCN1S(=O)(=O)c1cc2c3c(c1)CC(=O)N3CCC2 (stereo unspecified)	-9%
COc1ccc(C(=O)N2CCC[C@@]3(CCN(Cc4nccs4)C3)C2)cc1	10%
COc1cc(OC)c(NC(=O)Nc2nnc(N(C)C3CCCCC3)s2)cc1Cl	2%
CCc1ccc(NC(=O)CC2C(=O)OCCN2CC)cc1 (stereo unspecified)	-7%
C=Cc1ccc(CN2C(=O)c3ccccc3Sc3ccc(C(=O)OCc4ccco4)cc32)cc1	-6%
CCc1ccccc1-n1cnc2cc(C(=O)NC3CCCCCC3)ccc21	1%
COc1cccc(NC(=O)CCNS(=O)(=O)c2ccc3c(c2)CCCC(=O)N3)c1	-3%
CCCCCCN1CCN(C2CN(CCCC)S(=O)(=O)C2)CC1 (stereo unspecified)	-1%
CN1OC[C@@H]2CN[C@H](c3ccc(-c4cccc(F)c4)cc3)C[C@@H]21	-1%
CCc1ccccc1NC(=O)CN1C(=O)c2cccnc2Oc2ccc(Cl)cc21	-9%[15.4 µM]
COc1cc(NC(=O)CC2C(=O)N(c3ccccc3)C(=O)N2Cc2ccc(F)cc2)cc(OC)c1 (stereo unspecified)	-5%
COCC(=O)N1CCC2(CCN(Cc3ccncc3)CC2)CC1	-2%
Cc1ccc2c(=O)cc(C(=O)Nc3cccc(Cl)c3C)oc2c1C	2%

As entered above.
Cc1ccc2c(=O)cc(C(=O)Nc3cccc(Cl)c3C)oc2c1C | Tb PYK inh: 2%
CCCCCCN1CCN(C2CN(CCCC)S(=O)(=O)C2)CC1 (stereo unspecified) | Tb PYK inh: -1%

Bioassay records (PubChem)

Not all compounds are listed (hit frequency here may not be typical).
